LYP inhibition – LYP phosphatase inhibitors, primary screen, biochemical, DiFMUP fluorescence, recombinant catalytic domain, 10 µM (AID 606); recombinant LYP catalytic domain, DiFMUP fluorescence; higher % means a stronger effect; inhibition, % at 10 µM; hits with a dose series show IC50 in µM; 52,000 tested, under 10 active;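 active means IC50 under 40 µM in the dose-response test; inactive means IC50 of 40 µM or more, or never dose-tested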
HPDE-C7K KRASV12 – cytotoxicity in KRAS-transformed pancreatic duct cells, primary screen, cell-based, fluorescence, HTS (AID 431). HPDE-C7K KRASV12 cells, Alamar Blue viability, 48 h; higher % means a stronger effect. one-dose cytotoxicity, % at 10 µM; EC50 in µM for titrated hits. 63,000 tested, 1.7% active;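 active means compounds whose percent cytotoxicity in the single-dose primary screen, scaled between solvent and toxic-drug controls, exceeds 50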;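 further: 0% = DMSO solvent wells and 100% = doxorubicin-treated wells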
MK inhibit – S. pneumoniae MK inhibitors, primary screen, biochemical, PK/LDH-coupled NADH absorbance. mevalonate kinase [Streptococcus pneumoniae D39]. purified MK, PK/LDH-coupled NADH absorbance 340 nm. inhibition, % at 10 µM. 65,000 tested, 0.48% active. AID 555, 2006;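 active means ranked among the strongest by inhibition in the single 10 µM screen, a fixed top-ranked set picked for dose follow-up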; further: no value below 0 was filed
Spn DPM-DC inh – S. pneumoniae DPM-DC inhibitors, primary screen, biochemical, PK/LDH-coupled NADH fluorescence | diphosphomevalonate decarboxylase (Streptococcus pneumoniae D39) | purified DPM-DC | calls only at 10 µM | 65,000 tested, 0.49% active;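 active means the 320 compounds with the highest percent inhibition in the single-dose primary screen, excluding strongly autofluorescent ones, cut at about 32% in these data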;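 further: kinetic rate of NADH fluorescence loss reporting ADP formed by the decarboxylase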
Spn PMK inh – S. pneumoniae PMK inhibitors, primary screen, biochemical, mevalonate pathway, pilot trial included; inhibition, % at 10 µM; phosphomevalonate kinase (Streptococcus pneumoniae D39); 65,000 tested, 0.49% active; purified PMK, PK/LDH-coupled NADH absorbance 340 nm;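 active means top-ranked compounds by inhibition in the single 10 µM screen, taking a fixed number of the strongest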;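 further: 0% = full reaction with DMSO carrier and 100% = background rate without enzyme reaction; no value below 0 was filed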
Bfl-1 displacement – Bfl-1 inhibitors, primary screen, biochemical, fluorescence polarization, FITC-Bid, mouse (AID 432). FITC-Bid BH3 peptide fluorescence polarization displacement; higher % means a stronger effect. Bcl-2-related protein A1 (Mus musculus). 64,000 tested, 0.02% active. displacement, % at 20 µM; hits with a dose series show IC50 in µM; in the data active means a potency from the dose series; inactive means the rest, 99 in 100 with displacement below about 15%; further: strong numbers were not always called active
Alkaline phosphatase – human TNAP enzyme inhibitors, biochemical, luminescent (AID 518). Alkaline phosphatase, tissue-nonspecific isozyme (Homo sapiens). purified TNAP enzyme, luminescent substrate readout; higher % means a stronger effect. one-dose inhibition, % at 20 µM; IC50 in µM for titrated hits. 64,000 tested, 0.09% active; in the data active means a potency from the dose series; inactive means the rest, 99 in 100 with inhibition below about 22%;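 further: plate controls were vehicle for no effect and reference inhibitor for full effect; many of its hits are not listed in these tables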
HPDE-C7 viability – cytotoxicity in HPDE-C7 cells, cell-based, fluorescence, HTS (AID 430). 63,000 tested, 1.8% active. HPDE-C7 pancreatic duct cells viability, fluorescence; higher % means a stronger effect. one-dose cytotoxicity, % at 10 µM; EC50 in µM for titrated hits;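 further: cells exposed to compound for 48 hours before viability readout; 0% = vehicle and 100% = reference cytotoxic drug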
HT1080 viability – cytotoxicity in HT1080 fibrosarcoma cells, cell-based, fluorescence readout (AID 620) | one-dose cytotoxicity, % at 10 µM; EC50 in µM for titrated hits | HT1080 viability, fluorescence; higher % means a stronger effect | 87,000 tested, 0.42% active;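 further: cells exposed to compound overnight then 4 h with Alamar Blue; 0% = vehicle DMSO and 100% = killing control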
Spn PMK inh pilot replicates – recorded beside Spn PMK inh, whose call it bears; inhibition, %; measured here: pilot screen replicates
MK inhibit pilot replicates – further read-out of MK inhibit, marked with its call; inhibition, %; measured here: pilot screen replicates
Spn DPM-DC inh pilot screen % – also measured in Spn DPM-DC inh; calls as there; inhibition, %; measured here: pilot screen trials
* marks the source's active call; other numbers are inactive results; i = inactive; . = no result given. Unless noted, no stated cut-off is given here; in the data, active means cytotoxicity above about 50%; inactive means the rest. Rows were taken by chance. Share with any hit: about 3.4%.

SMILES	LYP inhibition	HPDE-C7K KRASV12	MK inhibit	Spn DPM-DC inh	Spn PMK inh	Bfl-1 displacement	Alkaline phosphatase	HPDE-C7 viability	HT1080 viability	others
CCCS(=O)(=O)N1CCCC(C(=O)NCCCN2CCCC2=O)C1 (stereo unspecified)	.	3%	0	i	10	0%	6%	-5%	-7%
CCOC(=O)c1c(-c2ccccc2)csc1NC(=O)CSc1nnnn1C	13%	23%	9	i	17	-1%	10%	10%	11%
CCCCNC(=O)c1cc2n(n1)C(C(F)(F)F)CC(c1ccccc1)N2 (stereo unspecified)	1%	-3%	12	i	4	-3%	7%	-7%	-1%
CN(C)S(=O)(=O)c1cccc(CSc2cccc[n+]2[O-])c1	-3%	-23%	0	i	0	-8%	2%	-11%	-7%
N#Cc1cc(C(=O)c2cc(Cl)ccc2O)cn(CC2CCCO2)c1=O (stereo unspecified)	6%	6%	10	i	13	-3%	8%	10%	1%
CC1(C)CC(=O)C(C2(O)C(=O)N(Cc3ccccc3)c3ccccc32)CO1 (stereo unspecified)	9%	-16%	7	i	17	3%	14%	-21%	-87%
Cc1cc(C)n(/N=C/c2ccccc2)c(=O)c1C#N	6%	0%	0	i	9	-4%	6%	2%	21%
Cc1ccc2nc(NC(=O)CCNS(=O)(=O)c3ccc(Br)s3)sc2c1	5%	36%	8	i	11	-1%	8%	-7%	25%
Cc1ncsc1C(=O)Nc1nc2c(s1)CCCC2	-13%	-3%	0	i	21	-5%	12%	-5%	0%
O=C(Cc1ccc(Cl)cc1)Nc1ccc(-c2nnc(-c3ccco3)o2)cc1	-4%	4%	12	i	0	-1%	10%	6%	2%
COc1ccc2nc(C)cc(Nc3ccc(N4CCOCC4)cc3)c2c1	2%	.	14	i	12	-2%	17%	.	3%
O=C(c1ccc2c(c1)OCO2)N1CCN(c2ccc(F)cc2)CC1	3%	-14%	12	i	8	-3%	12%	-20%	-10%
Cc1cc(=O)[nH]c(SCCOc2cccc(C(F)(F)F)c2)n1	16%	6%	2	i	0	-4%	0%	-5%	5%
O=C(Nc1c(C(=O)Nc2ccccc2)cnn1-c1ccccc1)c1ccco1	9%	-14%	2	i	0	2%	19%	-6%	0%
COc1cccc(C2OC(=O)c3ccccc3N2C(C)=O)c1OC(C)=O (stereo unspecified)	5%	1%	6	i	0	-9%	6%	-4%	7%
O=C(O)CCc1ccc(-c2ccccc2)n1CC(=O)O	6%	7%	0	i	5	-6%	18%	-12%	-4%	Spn PMK inh pilot replicates=2.0;MK inhibit pilot replicates=1.0;Spn DPM-DC inh pilot screen %=2.5
CCCCNc1cc(C)oc(=O)c1C(C)=O	7%	-5%	3	i	0	0%	7%	-15%	-1%	Spn PMK inh pilot replicates=2.5;MK inhibit pilot replicates=2.5;Spn DPM-DC inh pilot screen %=2.0
O=S(=O)(NCCOCC(F)(F)C(F)F)c1ccc2oc3ccccc3c2c1	.	14%	2	i	0	-7%	-1%	30%	2%
Cc1c(NS(=O)(=O)c2ccc3c(c2)CCN3C(=O)C2CC2)c(=O)n(-c2ccccc2)n1C	12%	-10%	6	i	1	-5%	8%	-8%	4%
CCc1c(C(=O)Nc2ccc(S(=O)(=O)N3CCOCC3)cc2)csc1C	8%	6%	10	i	6	-1%	11%	11%	2%
CCOC(=O)c1[nH]c2ccccc2c1NC(=O)CC(C)C	-5%	-4%	6	i	0	-3%	2%	-2%	1%
COc1ccc(N(CC(=O)NCc2ccco2)S(=O)(=O)c2ccc(OC)c(OC)c2)cc1	5%	-4%	0	i	0	-1%	6%	-3%	10%
Cc1ccc(CNC(=O)C2CCCCC2C(=O)O)cc1 (stereo unspecified)	-5%	0%	1	i	7	-6%	4%	6%	13%
O=C(c1ccc(CS(=O)(=O)c2ccc(Br)cc2)o1)N1CCN(C2CCCCC2)CC1	2%	-2%	1	i	0	-4%	7%	-7%	-12%
Cc1ccc(S(=O)(=O)N2CCN(C(=O)CN3CCCC3)C2)cc1	6%	-5%	4	i	7	0%	13%	6%	-7%

3 entries from above, arranged by length of the SMILES, lowest first:
SMILES	LYP inhibition	HPDE-C7K KRASV12	MK inhibit	Spn DPM-DC inh	Spn PMK inh	Bfl-1 displacement	Alkaline phosphatase	HPDE-C7 viability	HT1080 viability	others
CCCS(=O)(=O)N1CCCC(C(=O)NCCCN2CCCC2=O)C1 (stereo unspecified)	.	3%	0	i	10	0%	6%	-5%	-7%
O=C(c1ccc2c(c1)OCO2)N1CCN(c2ccc(F)cc2)CC1	3%	-14%	12	i	8	-3%	12%	-20%	-10%
N#Cc1cc(C(=O)c2cc(Cl)ccc2O)cn(CC2CCCO2)c1=O (stereo unspecified)	6%	6%	10	i	13	-3%	8%	10%	1%

More compounds follow.
SMILES	LYP inhibition	HPDE-C7K KRASV12	MK inhibit	Spn DPM-DC inh	Spn PMK inh	Bfl-1 displacement	Alkaline phosphatase	HPDE-C7 viability	HT1080 viability	others
Clc1ccccc1OCCn1ccnc1	-22%	2%	10	i	0	-5%	13%	1%	-5%
Nc1c(C(=O)c2ccc(Br)s2)oc2ccccc12	8%	29%	8	i	10	9%	22%	31%	3%
COc1ccc(-c2nnc3sc(-c4ccc(Br)o4)nn23)cc1OC	4%	-5%	11	i	16	2%	6%	11%	0%
CCc1ccc2oc(-c3cc(N=Cc4cccc(OC)c4O)ccc3O)nc2c1	0%	13%	12	i	10	1%	8%	7%	-11%
N#Cc1c(-c2ccco2)nc(NCC2CCCO2)[nH]c1=O (stereo unspecified)	5%	0%	13	i	7	-2%	14%	5%	-6%
CCn1c(COc2cccc(C)c2)nnc1SCC(=O)CC(=O)Nc1ccccc1OC	6%	8%	7	i	14	-3%	7%	9%	11%
Cc1cccn2c(=O)c3cc(C(=O)N4c5ccccc5CC4C)n(C)c3nc12 (stereo unspecified)	.	78%*	4	i	13	-1%	-9%	87%*	0%
O=C(c1cccc(Cl)c1)N1CCN(Cc2ccccc2F)CC1	1%	1%	5	i	2	2%	7%	-6%	1%
CCC(c1nnnn1CCOC)N1CCN(Cc2ccccc2)CC1 (stereo unspecified)	8%	0%	10	i	5	-4%	-2%	-6%	1%
CCc1nnc(NC(=O)CSc2nc3ccccc3s2)s1	11%	19%	16	i	3	2%	9%	3%	-2%	Spn PMK inh pilot replicates=4.5;MK inhibit pilot replicates=2.0;Spn DPM-DC inh pilot screen %=1.5
COc1ccc(N2CCN(C(=O)CSc3ccccc3)CC2)cc1	.	-4%	8	i	13	-14%	9%	-11%	17%	Spn PMK inh pilot replicates=4.5;MK inhibit pilot replicates=0.5;Spn DPM-DC inh pilot screen %=3.0
COc1ccc(OC)c(NC(=O)CSc2nc(N)c(-c3ccccc3)c(=O)[nH]2)c1	-7%	1%	0	i	9	-7%	5%	-2%	-2%
Cc1ccc2[nH]c(=O)c(CN(CC3CCCO3)S(=O)(=O)c3cccc4nsnc34)cc2c1 (stereo unspecified)	5%	6%	3	i	16	-1%	11%	4%	-12%
O=C(COC(=O)c1cccs1)c1ccccc1	-13%	-3%	7	i	11	-1%	2%	-10%	6%
COCCN1C(=O)C(=O)/C(=C(/O)c2cccc(OC)c2)C1c1ccc(C)o1 (stereo unspecified)	4%	4%	11	i	0	-4%	5%	1%	.
CN(CCCNC(=O)C1CCN(S(=O)(=O)c2cccc3nsnc23)CC1)Cc1ccccc1	5%	-4%	2	i	12	3%	12%	-17%	4%
COc1ccccc1Oc1ccccc1C(=O)O	9%	-6%	.	.	.	-11%	20%	-7%	1%
N#Cc1cccc(NC(=O)NCCc2c[nH]c3ccccc23)c1	11%	-13%	6	i	20	-1%	9%	2%	-7%
Cc1ccc(S(=O)(=O)N2CCCC2C(=O)n2nc(C)cc2C)cc1 (stereo unspecified)	4%	15%	4	i	4	-4%	14%	15%	-7%	Spn PMK inh pilot replicates=5.0;MK inhibit pilot replicates=0.0;Spn DPM-DC inh pilot screen %=0.0
N#Cc1nc(-c2ccc(OCc3ccccc3)cc2)oc1NCCCN1CCOCC1	-10%	14µM*	7	.	0	-7%	11%	13µM*	-9%
CCOC(=O)N1CCN(C(=O)c2cnsn2)CC1	12%	-4%	8	i	4	2%	11%	-8%	-5%
CC(C)c1nc(SCC(=O)Nc2ccc3c(c2)OCCO3)c2c(=O)n(C)c(=O)n(C)c2n1	-1%	1%	9	i	5	8%	6%	-1%	-6%
Cc1nnc(NC2(C(F)(F)F)C(=O)Nc3c2c(=O)n(C)c(=O)n3C)s1 (stereo unspecified)	-2%	3%	3	i	7	-9%	-1%	-4%	5%
Cn1c(=O)n(C/C=C/c2ccccc2)c(=O)c2c1nc1n2CCCN1c1ccc(F)cc1	15%	27%	5	i	6	5%	16%	27%	7%
O=C(Nc1ccc2c(c1)OCO2)C1CCCN(c2nc3ccccc3s2)C1 (stereo unspecified)	.	22%	3	i	5	-1%	12%	8%	-10%
Next compounds follow:
SMILES	LYP inhibition	HPDE-C7K KRASV12	MK inhibit	Spn DPM-DC inh	Spn PMK inh	Bfl-1 displacement	Alkaline phosphatase	HPDE-C7 viability	HT1080 viability	others
O=C(CCN1C(=O)COc2ccccc21)NCc1ccco1	0%	-6%	0	i	3	10%	4%	-14%	2%
COC(=O)c1ccc(C)c(NS(=O)(=O)c2ccc(NC(C)=O)cc2)c1	3%	4%	5	i	3	-6%	9%	21%	8%
Cc1cc(C)n(-c2nnc3n2N=C(c2ccccc2)CS3)n1	5%	-6%	8	i	6	-2%	12%	0%	-6%
N#Cc1nc(-c2ccccc2F)oc1NCCN1CCOCC1	6%	1%	5	.	20	-3%	3%	-1%	-12%
O=C(/C=C/Nc1ccccc1Br)c1ccccn1	1%	3%	6	i	0	-5%	8%	3%	.
Cc1cc(C)nc(-n2nc(C)cc2NC(=O)CN2CCC(C)CC2)n1	.	4%	9	i	7	5%	3%	0%	-4%
COc1ccc(-c2noc(CCC(=O)Nc3nc4ccccc4s3)n2)cc1	10%	-4%	2	i	6	5%	7%	-13%	6%	Spn PMK inh pilot replicates=0.0;MK inhibit pilot replicates=1.5;Spn DPM-DC inh pilot screen %=0.0
Cc1noc(C)c1COC(=O)c1cc2c3ccccc3n(C)c2s1	4%	36%	0	i	8	-11%	13%	36%	-12%
CCOC(=O)CNC(=O)c1cc(-c2ccc3c(c2)OCCO3)oc1C	-7%	1%	5	i	1	2%	14%	-4%	1%
CCn1c(NCc2cccs2)nc2ccccc21	0%	0%	4	i	0	-3%	8%	-18%	-1%
O=C1Nc2ccccc2OC1CC(=O)N1CCOCC1 (stereo unspecified)	1%	5%	1	i	0	1%	5%	-5%	27%
COCCNS(=O)(=O)c1ccc(SC)cc1	3%	6%	1	i	9	4%	5%	6%	-1%
c1ccc(NC2=Nc3ccccc3CS2)cc1	.	-10%	7	i	8	-5%	12%	-9%	2%

Screening results as filed in PubChem BioAssay.
